# Assay outcomes: PubChem BioAssay, several laboratories
# LMP1 NFkB inh = reduces LMP1-driven NF-kappaB luciferase signal. LMP1-induced NF-kappaB luciferase reporter cells, luminescence. AID 504558. inhibition, % at 12.5 µM. 0.69% of 350,000 active; in the data active = inhibition above about 41%;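 note: 0% = neutral control wells and 100% = reference inhibitor control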
# NCOA1 inh = inhibitors of human steroid receptor coactivator 1 (SRC1). HEK293 GAL4-SRC1 luciferase reporter, luminescence. 0.12% of 360,000 active. AID 588354. inhibition, % at 3.6 µM. Q15788;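 active = inhibition above the campaign mean plus 3 SD, with each screening campaign given its own cutoff, cut at about 60% in these data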;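 note: 0% = DMSO treated cells and 100% = gossypol at 36 µM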
# NOD2-RIPK2 inh = blocks binding of human NOD2 to RIPK2; inhibition, % at 4.98 µM; O43353; CHO BLA complementation NOD2-RIPK2, CCF4 ratio; AID 624267; 0.38% of 360,000 active; in the data active = inhibition above about 21%;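 note: 0% = vehicle only and 100% = reference blocker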
# Target sequence (O43353 whole entry, looked up): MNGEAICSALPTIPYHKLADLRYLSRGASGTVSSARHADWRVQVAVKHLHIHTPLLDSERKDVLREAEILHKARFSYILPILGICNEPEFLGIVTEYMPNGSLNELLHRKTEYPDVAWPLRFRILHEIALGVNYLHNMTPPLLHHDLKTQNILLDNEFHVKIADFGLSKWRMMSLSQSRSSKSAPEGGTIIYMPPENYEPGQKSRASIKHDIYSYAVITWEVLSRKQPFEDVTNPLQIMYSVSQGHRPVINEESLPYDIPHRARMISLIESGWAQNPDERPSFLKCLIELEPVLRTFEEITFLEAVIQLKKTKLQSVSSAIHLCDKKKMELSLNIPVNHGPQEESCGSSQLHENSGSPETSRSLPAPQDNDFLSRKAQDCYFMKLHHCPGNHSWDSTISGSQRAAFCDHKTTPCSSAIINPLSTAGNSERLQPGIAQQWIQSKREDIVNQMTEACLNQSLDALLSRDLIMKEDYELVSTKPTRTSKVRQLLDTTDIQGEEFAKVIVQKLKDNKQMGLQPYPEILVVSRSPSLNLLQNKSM
# SRC2 inh = human SRC2 (NCOA2) inhibition | Q15596 | HEK293 GAL4-SRC2 luciferase reporter, luminescence | inhibition, % at 9 µM | 0.17% of 370,000 active | AID 651957;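 active = inhibition above the mean inhibition of all tested compounds plus 3 SD, set per campaign, cut at about 52% in these data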;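 note: 0% = DMSO treated cells and 100% = cells given Gossypol at 36 µM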
# MC4R barr agon = human MC4R agonism via beta-arrestin; 0.98% of 360,000 active; P32245; U2OS MC4R beta-arrestin complementation, luminescence; percent of melanotan II response, DMSO zero; activation, % at 8.9 µM;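 active = activation above a per-plate cutoff, the mean activation of sample wells on that plate plus 3 SD, cut at about 8% in these data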
# NR2F2 inh = NR2F2 (human) inhibition, primary screen | HEK293T NGFI-A luciferase reporter, luminescence | inhibition, % at 8.6 µM | P24468 | 0.7% of 370,000 active;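 active = inhibition above a per-plate cutoff, mean inhibition of test wells between control levels plus 3 SD, cut at about 38% in these data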;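 note: cells cotransfected with COUP-TFII expression vector driving the NGFI-A reporter; 0% = median of COUP-TF2 test wells and 100% = reporter-only cells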
# Target sequence (P24468 whole entry, looked up): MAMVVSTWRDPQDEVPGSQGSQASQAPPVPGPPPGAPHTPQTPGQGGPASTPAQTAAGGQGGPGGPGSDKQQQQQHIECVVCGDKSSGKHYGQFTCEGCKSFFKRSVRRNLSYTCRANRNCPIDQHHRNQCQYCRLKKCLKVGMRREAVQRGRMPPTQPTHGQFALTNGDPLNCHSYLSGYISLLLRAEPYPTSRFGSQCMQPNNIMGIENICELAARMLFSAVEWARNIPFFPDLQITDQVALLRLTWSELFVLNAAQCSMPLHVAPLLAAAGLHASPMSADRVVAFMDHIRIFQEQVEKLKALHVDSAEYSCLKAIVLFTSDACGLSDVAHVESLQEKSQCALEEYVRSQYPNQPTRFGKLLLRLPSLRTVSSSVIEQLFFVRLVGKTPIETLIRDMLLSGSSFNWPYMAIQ
# TLR9-MyD88 block = inhibitors of human TLR9-MyD88 binding. inhibition, % at 4.98 µM. 0.21% of 340,000 active. AID 504734. CHO BLA complementation TLR9-MyD88, CCF4 FRET ratio;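 active = inhibition above the mean over all tested compounds plus 3 SD, cut at about 21% in these data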;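 note: 0% = DMSO only wells and 100% = clavulanate BLA inhibitor control wells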
# SRC3 inh = inhibits human SRC3 coactivator; Q9Y6Q9; HEK293 GAL4-SRC3 luciferase reporter, luminescence; inhibition, % at 3.6 µM; 0.17% of 360,000 active;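 active = inhibition above a per-campaign cutoff, the mean of all compounds plus 3 SD, cut at about 60% in these data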;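 note: 0% = DMSO-treated cells and 100% = gossypol-treated cells at 36 µM; higher means less SRC3-driven luciferase light from the GAL4 reporter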
# ABHD5 PLIN5 PPI = ABHD5-PLIN5 protein interaction inhibition | Q00G26+Q8WTS1 | Split G. princeps luciferase complementation, luminescence, 4 h | inhibition, % at 4 µM | 0.78% of 360,000 active;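 active = inhibition above the mean inhibition across every tested compound plus 3 SD, cut at about 22% in these data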;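 note: 0% = DMSO only wells and the 100% control is not disclosed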
# MC4R antagonist = human MC4R antagonism in cAMP assay; P32245; MC4R-expressing cells, MTII-stimulated cAMP, LANCE TR-FRET; inhibition, % at 6.5 µM; AID 540295; 0.48% of 360,000 active;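 active = inhibition above its plate's cutoff, the mean of tested wells on that plate plus 3 SD, cut at about 29% in these data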;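 note: 0% = Melanotan II alone and 100% = Melanotan II plus saturating MCL0020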
#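 System – human MC4R-expressing U2OS cells · Also added – Melanotan II · Dosing – one concentration, 6.5 µM nominal · Timing – 30-min compound, 1-h challenge, 1-h detection, room temperature · Measured by – Eu-cAMP/anti-cAMP TR-FRET, emission 671 nm · Replicates – singlicate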
# NR5A2 inv ag = NR5A2 inverse agonism in reporter assay | O00482 | HEK293T StAR-luciferase reporter, LRH-1 transfected, 24 h | inhibition, % at 3.6 µM | 0.13% of 360,000 active | AID 602396;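 active = inhibition above the mean inhibition of all tested compounds plus 3 SD, cut at about 73% in these data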;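 note: 0% = DMSO wells and 100% = reporter-only cells lacking LRH-1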
# Starred values were filed as active, the others as inactive; x = no result given. Some of the compounds tested; the hit share may differ from the screen's.
# Values run as follows: NR2F2 inh, MC4R barr agon, TLR9-MyD88 block, NCOA1 inh, SRC3 inh, NR5A2 inv ag, LMP1 NFkB inh, MC4R antagonist, ABHD5 PLIN5 PPI, NOD2-RIPK2 inh, SRC2 inh
> CC(=O)N1CC=C2C(C#N)=C(N)C(C#N)(C#N)[C@H](c3ccoc3)[C@H]2C1
→ 3.9, 0.2, 1.5, 5.1, 12.2, 8.6, -11.7, -2.2, -1.1, -4.0, 18.0
> CC(=O)Cc1nsc(NC(=O)c2ccco2)n1
→ -16.2, -2.5, 8.3, -10.3, -6.7, 5.4, -10.7, -1.2, 0.4, 1.4, -18.8
> O=C(Nc1nc2ccccc2n1CCN1CCOCC1)c1ccccc1
→ -0.9, -1.1, -5.7, -0.6, 2.0, 3.6, 0.6, -3.1, -1.8, -6.4, -56.3
> O=C(Nc1ccc(Cl)cn1)c1cnn2cccnc12
→ -51.4, -1.2, -0.6, -84.4, -44.3, -50.1, -15.1, -2.1, -6.3, 1.0, -66.6
> COc1cc(/C=C/C(=O)NCCn2c(C)cc3ccccc32)cc(OC)c1OC
→ -19.9, -0.2, 8.0, -10.8, -8.0, 6.5, -5.6, 13.1, 4.3, -4.7, 2.9
> O=C(c1cccc(-c2ccccc2)c1)N1CC[C@@H](N2CCC(O)CC2)[C@H](O)C1
→ -4.8, -3.0, -10.7, -1.6, 9.5, -3.6, 0.2, 8.9, 0.0, -2.8, 3.1
> Cc1nnc(N/N=C/c2cc(C)n(-c3ccc(F)cc3)c2C)n1N
→ -8.3, -0.9, -12.9, -12.8, 17.7, 6.5, -2.6, -14.8, -17.6, 6.0, 11.8
> CCOC(=O)CNS(=O)(=O)Cc1ccccc1
→ -10.0, -1.6, -2.7, 12.6, 15.0, -4.8, -1.1, -0.8, 8.5, -6.9, -10.1
> CC(=O)c1c(C)[nH]c(C(=O)OCc2nc3ccsc3c(=O)[nH]2)c1C
→ -13.9, -1.7, -3.6, -35.3, -10.8, -16.3, -15.3, 6.8, 5.4, -8.2, -21.3
> CCCOc1ccc(N2C(=O)CC(SCCN)C2=O)cc1 (configuration not stated)
→ -34.9, 0.2, -1.8, -121.4, -73.1, -106.4, -8.1, -1.9, -4.9, 9.1, -79.4
> O=C(CNC1=NCCC1)c1ccc(Cl)cc1
→ 5.2, 2.3, 1.5, -13.9, 6.9, 2.1, -8.2, -5.4, -0.1, 7.9, -21.5
> Nc1c(Cl)cc2c(c1Oc1ccccc1)C(=O)c1ccccc1C2=O
→ -1.0, -2.1, 5.5, -18.1, -26.9, -20.6, -21.2, -7.4, 8.3, 7.0, -5.7
> CCOc1c(/C=C(\C#N)C(N)=O)c2ccccc2n1CC
→ 25.9, -1.4, -3.1, 19.3, 27.5, -2.1, 7.4, -4.5, 1.5, -6.0, 27.8
> O=C1C=C(NCc2ccncc2)CC(c2ccccc2)C1 (configuration not stated)
→ -0.1, -0.8, -2.7, -12.7, 12.6, 16.9, -5.1, -2.9, 3.2, 6.6, 11.5
> Cc1ccccc1-n1c(SCC(=O)NC(N)=O)nc2sc(-c3ccccc3)cc2c1=O
→ -0.5, -3.9, 1.1, -76.8, -45.5, -6.8, -15.1, 10.3, -2.6, -3.3, -15.3
> Cc1ccc(-n2nc(C)c(C(=O)N3CCN(C(=O)c4ccco4)CC3)c2-n2cccc2)cc1
→ 11.8, -0.7, -7.3, 3.9, -0.7, -14.1, -0.2, 20.2, 2.0, -2.7, 0.4
> CCOC(=O)c1c(C(C)(C)C)oc2ccc(OCC#N)cc12
→ 4.6, 0.0, -2.8, 1.7, -2.5, -13.6, -1.6, 8.9, -5.1, 13.3, 14.4
> CCCCCCN1CCN(C2CN(Cc3ccc(C)cc3)S(=O)(=O)C2)CC1 (configuration not stated)
→ 22.6, x, x, 5.2, -3.9, -10.8, x, x, 5.2, -1.8, -1.2
> O=C(CCc1nc(-c2ccccc2F)no1)NCCN1CCc2ccccc2C1
→ x, 0.1, -9.8, -14.0, -30.9, 4.2, -8.6, 10.3, 2.0, -1.2, x
> CCOc1ccc(NC(=O)CC2C(=O)N(c3ccccc3)C(=O)N2CCc2cccs2)cc1 (configuration not stated)
→ -14.0, 0.7, -16.6, 7.5, 13.5, -1.2, -15.8, -7.4, 3.6, -6.0, 15.7
> CC(OC(=O)CN(C)S(=O)(=O)c1ccc(Cl)cc1)C(=O)Nc1ccc(N2CCOCC2)cc1 (configuration not stated)
→ 0.7, -0.9, 4.5, -26.1, 3.8, -3.3, -7.2, 4.4, -1.0, -9.5, 9.3
> O=C(NCCc1ccccn1)C1CCCN(S(=O)(=O)Cc2ccccc2)C1 (configuration not stated)
→ 3.0, -0.1, 2.8, -10.1, 23.0, -13.2, -9.4, -7.1, -6.0, -11.8, -10.3
> COc1ccc2c(c1)CCCC21SC(NC(C)=O)=NN1C(C)=O (configuration not stated)
→ 10.8, -0.4, -9.6, -50.6, 17.3, 1.4, -4.9, 21.0, 3.3, -10.5, -3.7
> CCN(C(=O)c1cccs1)c1nnc(-c2ccncc2)s1
→ -3.8, -0.3, 6.4, -16.8, -44.0, -51.3, -18.7, 7.4, 8.3, -2.3, -16.3
> CCN(CC)C(=O)c1cccc(-c2csc(C(C)(O)c3cccc(OC)c3)n2)c1 (configuration not stated)
→ 24.2, 1.2, x, 8.4, 10.3, 10.1, x, 14.4, -2.3, -0.3, 21.6
> Cc1cccc(Nc2ncnc3c2cnn3C)c1
→ -7.3, 0.8, -1.6, 1.7, 14.3, 7.7, 11.7, 8.1, 2.4, -3.3, -4.6
> O=C(CSc1nncs1)Nc1ccc(Cl)cn1
→ -2.2, -1.8, 3.5, -10.5, 11.4, 6.8, 2.9, 0.9, -3.5, 5.5, 3.7
> O=C(CC(=O)c1cc(Cl)ccc1O)c1ccccc1
→ -12.7, 2.5, -10.5, -78.1, -82.9, -67.7, 7.2, -3.4, -2.9, -3.7, -16.9
> CC(=O)Nc1ccc(-c2nnn(CC(=O)c3ccc(F)cc3)n2)cc1Cl
→ -20.0, -1.3, -3.8, -14.4, 10.7, -3.2, -0.2, 5.6, 4.4, -0.1, 18.3
> COc1cccc(CCNC(=O)CCCC(=O)c2ccccc2)c1
→ -4.8, -1.4, -8.6, 7.8, -1.0, -5.1, -7.1, 25.0, 1.6, 1.8, 15.6

# Whole records, quoted from the list:
# `COc1ccc2c(c1)CCCC21SC(NC(C)=O)=NN1C(C)=O` (configuration not stated) across the screens: NR2F2 inh: 10.8; MC4R barr agon: -0.4; TLR9-MyD88 block: -9.6; NCOA1 inh: -50.6; SRC3 inh: 17.3; NR5A2 inv ag: 1.4; LMP1 NFkB inh: -4.9; MC4R antagonist: 21.0; ABHD5 PLIN5 PPI: 3.3; NOD2-RIPK2 inh: -10.5; SRC2 inh: -3.7
# `Cc1ccc(-n2nc(C)c(C(=O)N3CCN(C(=O)c4ccco4)CC3)c2-n2cccc2)cc1` across the screens: NR2F2 inh: 11.8; MC4R barr agon: -0.7; TLR9-MyD88 block: -7.3; NCOA1 inh: 3.9; SRC3 inh: -0.7; NR5A2 inv ag: -14.1; LMP1 NFkB inh: -0.2; MC4R antagonist: 20.2; ABHD5 PLIN5 PPI: 2.0; NOD2-RIPK2 inh: -2.7; SRC2 inh: 0.4

# Following part
# Values run as follows: NR2F2 inh, MC4R barr agon, TLR9-MyD88 block, NCOA1 inh, SRC3 inh, NR5A2 inv ag, LMP1 NFkB inh, MC4R antagonist, ABHD5 PLIN5 PPI, NOD2-RIPK2 inh, SRC2 inh
> c1ccc2c(c1)ncn2CCn1cnc2ccccc21
→ -7.4, -0.1, -0.5, -1.9, 4.9, 4.5, -1.3, -4.1, -3.6, 4.2, 8.0
> OC(COCc1ccc2c(c1)OCO2)CN1CCC(Cc2ccccc2)CC1 (configuration not stated)
→ 2.4, -1.7, 0.6, -3.2, 16.5, -8.5, -5.0, 4.7, -1.8, 1.1, 16.1
> O=C(Nc1nc(-c2ccccc2)cs1)C1COc2ccccc2O1 (configuration not stated)
→ -14.6, -0.3, 4.1, -10.2, 14.1, -7.8, 0.4, 2.0, -8.1, -3.9, -6.8
> Cc1ccc(S(=O)(=O)N2CCC(=O)N([C@H](CO)Cc3ccccc3)CC2)cc1
→ 3.8, x, x, x, x, -15.6, x, x, -3.3, 1.1, 14.9
> O=C(c1cccc(S(=O)(=O)NCc2ccccc2)c1)N1CCCC1
→ 2.3, 0.1, 0.3, -26.1, 3.3, 7.1, 4.1, 4.3, -0.8, 0.2, 17.9
> CCOC(=O)N1CCC(NC(=O)C(NS(=O)(=O)c2cccc3nsnc23)c2ccccc2)CC1 (configuration not stated)
→ 18.0, -1.0, -6.8, 3.5, -6.0, 3.9, -3.4, -0.4, 2.6, 3.6, 3.2
> O=C(NCCC1CCCCN1S(=O)(=O)c1ccc(F)cc1)C(=O)NCC1CCCO1 (configuration not stated)
→ 2.4, -1.1, -0.6, -4.5, 9.9, -25.1, -5.2, 6.0, 0.1, 4.3, 7.7
> COc1cc(/C=C/C(=O)O)cc(S(=O)(=O)Nc2ccccc2Cl)c1OC
→ -13.1, -0.5, -4.7, 1.3, 4.3, 2.9, -2.9, 3.0, 7.0, 2.6, -8.0
> O=C(CCNS(=O)(=O)c1ccccc1C(F)(F)F)NCc1ccc2c(c1)OCO2
→ -20.7, -0.5, -4.6, -3.0, 0.1, 6.8, -2.1, 1.7, -6.4, -10.6, -17.4
> CC(=O)NC(Cc1cccc(F)c1)C(=O)NC1CCN(C(=O)c2ccc(C)cc2)CC1 (configuration not stated)
→ -5.9, -1.7, -2.0, -5.1, -13.0, 3.7, -3.7, 4.0, 4.6, -3.1, -3.6
> CC1(C)CC(Cc2ccc(Cl)nc2)N(C(=O)OC(C)(C)C)C1 (configuration not stated)
→ 3.4, 5.1, 7.2, 0.7, 3.3, 0.2, 0.2, 9.6, -18.0, -3.4, -14.3
> COc1ccc(CNC(=O)C/C(C)=N/NC(=O)Cc2ccc(OC)c(OC)c2)cc1
→ -15.3, -1.5, -5.0, -9.8, 9.3, 6.4, 0.3, 14.4, 3.4, -2.1, -14.3
> Cc1cccc(S(=O)(=O)c2c(N)n(/N=C/c3cccnc3)c3nc4ccccc4nc23)c1
→ -1.0, 0.3, 5.8, -6.7, 15.8, 4.6, -14.4, 11.8, -1.0, -6.9, -3.6
> Cc1cccc(N2CCN(C(=O)c3cc4cc(F)ccc4[nH]3)CC2)c1C
→ x, 1.0, -0.7, -0.9, -2.6, 3.0, 3.0, 2.1, -2.1, 5.4, x
> COc1cc(CNc2ccc(O)cc2)cc(Br)c1OCc1ccccc1
→ 5.4, -2.6, 13.8, 12.4, 4.8, 14.4, -16.5, 2.4, -30.3, -4.7, -8.4
> O=C(COc1ccccc1[N+](=O)[O-])N/N=C/c1ccc[nH]1
→ 6.9, -1.5, -2.0, -10.8, 1.8, -1.6, 8.4, -6.7, -5.2, 6.0, -14.9
> CC(C)NC(=O)COC(=O)c1ccccc1C(=O)c1ccccc1
→ -7.2, 1.0, -2.5, -2.5, 18.6, 7.0, -21.1, 14.4, 6.8, -3.5, -3.0
